Bioassay records deposited in PubChem BioAssay by several laboratories.
RmlCD inh mix: inhibitors of RmlC and RmlD coupled enzymes; RmlC/RmlD coupled enzyme inhibition, 384-well mixture HTS; inhibition, % at 5.5 µM; 0.39% of 110,000 active; in the data active means inhibition above about 30%, passing the limit was not always enough; inconclusive means no clear call, values can overlap the other calls; further: strong numbers were not always called active
RT RNaseH block: inhibitors of HIV-1 reverse transcriptase RNase H. inhibition, % at 10 µM. RT-RNase H RNA/DNA duplex cleavage, fluorescence. AID 565. 1.9% of 65,000 active. P04585; in the data active means inhibition above about 50%
The depositor's hits bear a star.

Preview, 4 compounds:
What do the screens show for `Cc1c(OCc2nn[nH]n2)ccc2c3c(c(=O)oc12)CCCC3`?
RmlCD inh mix: -30.3; RT RNaseH block: -8.2

How did COC(=O)C1=C(c2cc3ccccc3o2)C[C@@H]2CC[C@H]1N2C(=O)NC1CCCCC1 do in these assays?
RmlCD inh mix: 12.7

What do the screens show for `CCCn1c(=N)n(CC(=O)c2cccs2)c2ccccc21`?
RmlCD inh mix: -4.5; RT RNaseH block: -10.4

What do the screens show for `COc1ccc(CN2CC(C(=O)NCCCN3CCN(C)CC3)CC2=O)cc1` (configuration not stated)?
RT RNaseH block: -4.5

The list itself (from the top)
What do the screens show for `Cc1c(OCc2nn[nH]n2)ccc2c3c(c(=O)oc12)CCCC3`?
RmlCD inh mix: -30.3; RT RNaseH block: -8.2

How did COC(=O)C1=C(c2cc3ccccc3o2)C[C@@H]2CC[C@H]1N2C(=O)NC1CCCCC1 do in these assays?
RmlCD inh mix: 12.7

What do the screens show for `CCCn1c(=N)n(CC(=O)c2cccs2)c2ccccc21`?
RmlCD inh mix: -4.5; RT RNaseH block: -10.4

What do the screens show for `COc1ccc(CN2CC(C(=O)NCCCN3CCN(C)CC3)CC2=O)cc1` (configuration not stated)?
RT RNaseH block: -4.5

How did CCOC(=O)c1cc2c(=O)n3ccccc3nc2n(CCCOC)c1=NC(=O)C(C)(C)C do in these assays?
RmlCD inh mix: 21.6; RT RNaseH block: -0.5

What do the screens show for `Cc1cc(C(C)(C)C)c(O)c(C)c1CC1=NCCN1`?
RmlCD inh mix: 2.8; RT RNaseH block: -1.5

How did CCCCc1c(O)nc(SCC(=O)N2CCOCC2)n(-c2ccccc2C)c1=O do in these assays?
RmlCD inh mix: 10.7; RT RNaseH block: -3.0

Results for COc1ccc(C2C(C#N)=C(N)SC(N)=C2C#N)cc1OC ?
RmlCD inh mix: 10.3; RT RNaseH block: 30.4

How did Cc1nc(SCC(=O)OCc2ccccc2)c(C#N)c(-c2ccccc2)c1C(=O)Nc1ccccc1 do in these assays?
RmlCD inh mix: 0.6

How did CN(C(=O)C1CCCO1)c1nnc(-c2ccccn2)s1 (configuration not stated) do in these assays?
RmlCD inh mix: 162.3*; RT RNaseH block: 7.5

Results for CCN1C(=O)C2(/C(=C(\O)c3ccc4c(c3)OCCO4)C(=O)C(=O)N2CCCOC)c2ccccc21 (configuration not stated) ?
RmlCD inh mix: 9.3; RT RNaseH block: -4.5

How did CCC(OC(=O)CCc1nc2ccccc2[nH]c1=O)C(=O)c1ccccc1 (configuration not stated) do in these assays?
RmlCD inh mix: 14.5; RT RNaseH block: -56.4

Brought forward from above: three compounds, then new ones.
How did CN(C(=O)C1CCCO1)c1nnc(-c2ccccn2)s1 (configuration not stated) do in these assays?
RmlCD inh mix: 162.3*; RT RNaseH block: 7.5

Results for CCN1C(=O)C2(/C(=C(\O)c3ccc4c(c3)OCCO4)C(=O)C(=O)N2CCCOC)c2ccccc21 (configuration not stated) ?
RmlCD inh mix: 9.3; RT RNaseH block: -4.5

How did CCC(OC(=O)CCc1nc2ccccc2[nH]c1=O)C(=O)c1ccccc1 (configuration not stated) do in these assays?
RmlCD inh mix: 14.5; RT RNaseH block: -56.4

How did C/C=C\C=C/C(=O)Nc1cccc(C2=NOC3(C2)C[C@H](C(N)=O)N(C(=O)CC)C3)c1 (some centres not stated) do in these assays?
RmlCD inh mix: 7.3

How did COc1ccc(NC(=O)c2cnc(C)cn2)cc1-n1cnnn1 do in these assays?
RmlCD inh mix: 3.0; RT RNaseH block: -8.4

How did CC(=O)N1CCc2cc(S(=O)(=O)NC(C(=O)Nc3ccc4c(c3)OCCO4)C(C)C)ccc21 (configuration not stated) do in these assays?
RmlCD inh mix: 5.3; RT RNaseH block: -9.1

What do the screens show for `CC(=O)Nc1ccc(NC(=O)Cn2cc3c(n2)CCC(C)C3)cc1` (configuration not stated)?
RmlCD inh mix: 6.6; RT RNaseH block: -3.4

What do the screens show for `COCCCN1C(=O)c2ccc(C(=O)O)cc2C1=O`?
RmlCD inh mix: -11.5

What do the screens show for `O=C(c1ccc(COc2ccccc2Cl)o1)N1CCCC1`?
RmlCD inh mix: -1.8

What do the screens show for `CC(C)Nc1oc(Cc2cccc3ccccc23)nc1C#N`?
RmlCD inh mix: 5.5; RT RNaseH block: -3.1

How did O=C(Nc1ccc2oc(-c3ccccc3Cl)nc2c1)c1ncn[nH]1 do in these assays?
RmlCD inh mix: -9.3; RT RNaseH block: -11.2

How did O=C(Nc1ccc(C2CCCCC2)cc1)C1CCCN(c2ncccn2)C1 (configuration not stated) do in these assays?
RmlCD inh mix: 7.2; RT RNaseH block: 2.9

How did COc1cc(NC(=O)c2ccc(C)cc2)c(OC)cc1NC(=O)CN1CCOCC1 do in these assays?
RmlCD inh mix: 9.6; RT RNaseH block: -8.3

How did COC(=O)c1cc(C)sc1NC(=O)CCCC(=O)O do in these assays?
RmlCD inh mix: -6.6; RT RNaseH block: 2.3

Results for CCOC(=O)N1CCN(C(=O)Cn2cc3c(n2)CCCC3)CC1 ?
RmlCD inh mix: -13.5; RT RNaseH block: -14.9

What do the screens show for `O=C(c1ccccc1)c1cccn1CC(=O)N1CCN(c2ccc(F)cc2)CC1`?
RmlCD inh mix: -5.3; RT RNaseH block: -13.2

Results for Cc1cc(NC(=O)Nc2ccc(F)cc2)no1 ?
RmlCD inh mix: 0.7

What do the screens show for `Cc1cc(NC(=O)Cn2nnc3sc4c(c3c2=O)CCCC4)no1`?
RmlCD inh mix: -10.2; RT RNaseH block: -72.2

How did CCC1(c2ccc(N)cc2)CCC(=O)NC1=O (configuration not stated) do in these assays?
RmlCD inh mix: 9.9

How did Cc1cccc(CCNC(=O)C2CCC(CNc3c(N4CCCC4)c(=O)c3=O)CC2)c1 (configuration not stated) do in these assays?
RmlCD inh mix: -1.2; RT RNaseH block: 0.1

Results for COc1ccc(S(=O)(=O)/N=C2/C=CC(=O)C(C)=C2C)cc1 ?
RmlCD inh mix: -6.3

Results for Cc1oc(-c2ccc(F)cc2)cc1-c1nn2c(-c3ccoc3C)nnc2s1 ?
RmlCD inh mix: 5.6; RT RNaseH block: 63.4*

What do the screens show for `O=C1c2ccccc2S(=O)(=O)N1CCOc1ccc(F)cc1`?
RmlCD inh mix: 14.1; RT RNaseH block: -25.0

What do the screens show for `Cc1ccc(C)c(S(=O)(=O)NCc2ccc(C(=O)N3CCCCC3C)cc2)c1` (configuration not stated)?
RmlCD inh mix: -13.8

Results for Cc1nc(NC(=O)CCCC(=O)Nc2nc(C)c(C)s2)sc1C ?
RmlCD inh mix: 7.8; RT RNaseH block: 0.8

What do the screens show for `Cc1cccc(-n2nnc(C(=O)NCc3ccccn3)c2N)c1`?
RmlCD inh mix: 11.9; RT RNaseH block: -1.5

Results for O=C(NCC1CCCO1)c1nc2c(nnn2Cc2ccccc2Cl)c(=O)[nH]1 (configuration not stated) ?
RmlCD inh mix: -17.4

Results for C=CCN(CC=C)S(=O)(=O)c1ccc(NC(=S)NC(=O)/C=C/c2ccc(C)cc2)cc1 ?
RmlCD inh mix: -49.1

Results for CCOc1cc(N2CCOCC2)c(OCC)cc1NC(=O)Cc1ccccc1OC ?
RmlCD inh mix: 7.1

What do the screens show for `Cc1nn(Cc2cccc(C(=O)Nc3ccn(Cc4ccccc4)n3)c2)c(C)c1[N+](=O)[O-]`?
RmlCD inh mix: -9.1

Results for O=C(COc1ccc(Cl)cc1)Nc1nc(-c2cccs2)cs1 ?
RmlCD inh mix: -10.8; RT RNaseH block: -21.5

How did COc1ccccc1N1CCN(C(=O)c2ccc(CS(=O)(=O)c3ccccc3OC)o2)CC1 do in these assays?
RmlCD inh mix: -11.5; RT RNaseH block: 1.4

What do the screens show for `COc1ccc2c(=O)c(N3C(=O)c4ccccc4C3=O)coc2c1`?
RmlCD inh mix: 11.8; RT RNaseH block: -6.7

What do the screens show for `Cc1ccc(CC2C(=O)N(C)C(=O)N(C)C2=O)s1`?
RmlCD inh mix: -4.9; RT RNaseH block: 36.3

What do the screens show for `Nc1ccc(C(=O)n2c3ccccc3c3ccccc32)cc1`?
RmlCD inh mix: 6.0

What do the screens show for `COc1ccc2cc(C(c3nnnn3C3CCCCC3)N3CCCCCC3)c3nnnn3c2c1` (configuration not stated)?
RT RNaseH block: 8.7

What do the screens show for `CN(C)CCNC(=O)Cc1c(C(=O)O)n(C)c2ccccc12`?
RT RNaseH block: -4.4

What do the screens show for `Cc1ccc2nc(SCC(=O)Nc3nnc(SCC(N)=O)s3)[nH]c2c1`?
RmlCD inh mix: -8.1

How did Cc1cc(S(=O)(=O)N2CCN(c3ncccn3)CC2)ccc1-n1cnnn1 do in these assays?
RmlCD inh mix: 1.4; RT RNaseH block: -0.7

Results for COc1ccccc1NC(=O)c1nnn(CC(=O)Nc2cccc(SC)c2)c1N ?
RmlCD inh mix: 9.2; RT RNaseH block: 11.8

Results for COc1ccccc1CNC(=O)c1ccc(NS(C)(=O)=O)cc1 ?
RmlCD inh mix: -15.2; RT RNaseH block: -1.9

How did CCCCC1=CC2=C(c3ccco3)C(=O)C(C)(OC(=O)c3ccc(OC)cc3)C(=O)C2=CN1CC(C)C (configuration not stated) do in these assays?
RmlCD inh mix: 5.9

What do the screens show for `CCCCCCOC(=O)c1ccc(NC(=O)c2cc(OC)c(OC)c(OC)c2Br)cc1`?
RmlCD inh mix: -8.9

How did O=C(CCCC(=O)N(c1ccc2c(c1)OCCO2)C(C(=O)NC1CCCCC1)c1ccc(Cl)cc1)Nc1ccccn1 (configuration not stated) do in these assays?
RmlCD inh mix: 6.3

Results for O=C(Nc1nnc(SCc2ccc(F)cc2)s1)c1ccco1 ?
RmlCD inh mix: -8.1; RT RNaseH block: -15.7

How did COC(=O)C1=C(c2cccc(OC)c2OC)C[C@@H]2CC[C@H]1N2C(=O)NCCO do in these assays?
RmlCD inh mix: -15.9

Results for COC(=O)COc1nsnc1N1CCOCC1 ?
RmlCD inh mix: 2.1; RT RNaseH block: -11.5

Results for CCC(=O)Nc1cccc(C2=NOC3(C2)C[C@@H](C(N)=O)N(C(=O)c2cc([N+](=O)[O-])cc([N+](=O)[O-])c2C)C3)c1 (some centres not stated) ?
RmlCD inh mix: 4.3

Results for C=CCn1c(SCC(=O)Nc2sccc2C(N)=O)nc2ccc(Cl)cc2c1=O ?
RmlCD inh mix: 32.4

What do the screens show for `Cc1ccc(C(=O)N2CCC3(CC2)Oc2ccc(Cl)cc2C(=O)C32CC(c3cccnc3)=NO2)s1` (configuration not stated)?
RmlCD inh mix: -55.8

How did c1csc(-c2cn3c(n2)SCC3)c1 do in these assays?
RmlCD inh mix: -23.0; RT RNaseH block: 1.7

Results for CCCCn1nc2cc(C(=O)NCc3ccc(OC)cc3)ccc2c1OCC ?
RmlCD inh mix: -5.3

Results for COCCCNC(=O)c1cc(OC)c(OC)c(OC)c1 ?
RmlCD inh mix: 11.9; RT RNaseH block: -0.8

What do the screens show for `Cc1cccn2c(=O)c(/C=C(\C#N)S(=O)(=O)c3ccc(Cl)cc3)c(N3CCC(C(N)=O)CC3)nc12`?
RmlCD inh mix: -9.2

What do the screens show for `Cc1occc1C(=O)NCCc1cccc(Cl)c1`?
RmlCD inh mix: -16.1

How did Cc1c(C)c2cc(Cl)c(O)c(CN3CCCC(C)C3)c2oc1=O (configuration not stated) do in these assays?
RmlCD inh mix: 112.5*; RT RNaseH block: -0.5

What do the screens show for `Cn1c(=O)[nH]c(=O)c2c1nc(N1CCN(Cc3ccccc3)CC1)n2CCSc1ncccn1`?
RmlCD inh mix: -8.0; RT RNaseH block: -4.3

Results for CC(C)=CCC/C(C)=C/C=N/NC(=O)c1ccccc1[N+](=O)[O-] ?
RmlCD inh mix: 4.5

What do the screens show for `Cc1oc2nc(SCC(=O)Nc3ccc(S(N)(=O)=O)cc3)nc(NC(=O)c3ccccc3)c2c1C`?
RmlCD inh mix: -3.3

How did COc1cc2oc3ccccc3c2cc1N(CC(=O)N(C)C)S(=O)(=O)c1ccccc1 do in these assays?
RmlCD inh mix: 21.9

How did COc1ccc(/C(N)=N/OC(=O)c2cccc([N+](=O)[O-])c2C)cc1OC do in these assays?
RmlCD inh mix: -9.8

What do the screens show for `CCOC(=O)Cn1nc(/C=C/c2ccc(C(C)C)cc2)ccc1=O`?
RmlCD inh mix: inconclusive

Results for O=C(Cn1nnc(-c2ccncc2)n1)N(C1CCCCC1)C1CCCCC1 ?
RmlCD inh mix: -18.4; RT RNaseH block: -9.7

What do the screens show for `CC(C)C1Cc2c(C#N)c(N)n(C)c(=S)c2CO1` (configuration not stated)?
RT RNaseH block: 3.3

Results for CCOC(=O)/C(C#N)=C1/SC(CC)C(=O)N1c1ccc(Br)cc1 (configuration not stated) ?
RmlCD inh mix: -13.2

Results for O=C1C(Cl)=C(N2CCOCC2)C(=O)N1c1ccccc1Cl ?
RmlCD inh mix: -8.4; RT RNaseH block: 70.5*

What do the screens show for `Cc1ccnc(N/C=C(/NC(=O)c2ccccc2)C(=O)N/N=C\c2ccc(F)cc2)n1`?
RmlCD inh mix: -2.2

How did COCCn1c(COc2ccc(C)cc2)nc2ccccc21 do in these assays?
RmlCD inh mix: -5.0; RT RNaseH block: -1.6

What do the screens show for `Cc1ccc(-c2nnc(SCC(=O)O)n2N)cc1`?
RmlCD inh mix: 7.1; RT RNaseH block: -0.1

Results for CCN(CC)CCNc1ccc(CO)c2sc3ccccc3c(=O)c12 ?
RmlCD inh mix: -12.0

Results for Cc1cc2n(c(=O)c1C#N)CCCN2c1ccccc1 ?
RmlCD inh mix: -4.8

What do the screens show for `C/C=C(/C)C(=O)OC1Cc2c(ccc3ccc(=O)oc23)OC1(C)C` (configuration not stated)?
RmlCD inh mix: 7.0

How did CCOC(=O)Cn1cc(-c2ccccc2)nn1 do in these assays?
RmlCD inh mix: -1.0; RT RNaseH block: -10.3

What do the screens show for `CCOC(=O)c1c(NC(=O)CC2SC(N)=NC2=O)sc2c1CCCC2` (configuration not stated)?
RmlCD inh mix: 26.0

What do the screens show for `CCOC(=O)c1ccc(NC(=O)CNS(=O)(=O)c2ccccc2)cc1`?
RmlCD inh mix: -5.9

What do the screens show for `CCOc1ccc(N(CC(=O)N2CCN(c3ccccc3)CC2)S(=O)(=O)c2c(C)noc2C)cc1`?
RmlCD inh mix: -7.6; RT RNaseH block: 2.4

Results for COCCn1c(CN2CC(C)CC(C)C2)nc2c1c(=O)n(C)c(=O)n2C (configuration not stated) ?
RmlCD inh mix: 4.4; RT RNaseH block: -1.3

Not all compounds are listed (hit frequency here may not be typical).
